Source: PubChem BioAssay (Sanford-Burnham Center for Chemical Genomics)
TNAP inh Pi – human TNAP enzyme inhibitors, primary screen, biochemical, colorimetric, phosphate release readout; inhibition, % at 20 µM; purified TNAP, pNPP, malachite green phosphate absorbance; 21,000 tested, under 10 active; Alkaline phosphatase, tissue-nonspecific isozyme (Homo sapiens), P05186
Target sequence (P05186 whole entry, looked up): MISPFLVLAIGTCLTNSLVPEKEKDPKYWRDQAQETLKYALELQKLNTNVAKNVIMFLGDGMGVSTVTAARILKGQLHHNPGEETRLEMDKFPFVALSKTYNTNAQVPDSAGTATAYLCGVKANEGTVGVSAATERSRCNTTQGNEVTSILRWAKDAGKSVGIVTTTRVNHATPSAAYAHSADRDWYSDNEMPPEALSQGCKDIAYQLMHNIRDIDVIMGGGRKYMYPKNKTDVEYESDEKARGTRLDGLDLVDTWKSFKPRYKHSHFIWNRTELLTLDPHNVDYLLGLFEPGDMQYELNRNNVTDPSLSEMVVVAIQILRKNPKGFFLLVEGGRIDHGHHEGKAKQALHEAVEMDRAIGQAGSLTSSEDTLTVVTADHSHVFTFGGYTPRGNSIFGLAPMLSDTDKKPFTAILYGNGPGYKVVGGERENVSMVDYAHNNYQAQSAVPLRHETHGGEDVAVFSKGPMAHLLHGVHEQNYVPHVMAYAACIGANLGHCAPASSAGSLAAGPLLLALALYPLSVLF
TNAP inh pNP – human TNAP enzyme inhibitors, primary screen, biochemical, colorimetric, p-nitrophenol readout; Alkaline phosphatase, tissue-nonspecific isozyme (Homo sapiens), P05186; 21,000 tested, under 10 active; inhibition, % at 20 µM; purified TNAP, pNPP hydrolysis, absorbance 405 nm;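 further: 0% = DMSO only wells and 100% = 1 mM levamisole wells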
An asterisk follows results filed as active; & = joins results of further samples.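 How the source made its calls: active means inhibition above 50% at the 20 µM single-dose screen; inactive means the rest.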 An excerpt. The share of hits here may be higher or lower than overall.

(1) OC1(c2ccc(F)cc2)CCNC1 (centres undefined)
(2) O=c1[nH]c(=O)n(Cc2ccco2)c(O)c1C=NCCCn1ccnc1
(3) O=c1[nH]c(=O)n(C2CCCCC2)c(O)c1C=NCCCn1ccnc1
(4) CCCCCCn1c(O)c(C=NCCCn2ccnc2)c(=O)[nH]c1=O
(5) CC1CCC(C(C)C)C(OP(N)(=O)c2ccccc2)C1 (centres undefined)
(6) CCCC(C)C1(CC)C(=O)NC(=Nc2ccc(F)cc2)NC1=O (centres undefined)
(7) CCC(=NC1CC1)c1c(O)n(-c2ccc(OC)cc2)c(=O)[nH]c1=O
(8) COc1ccc(OC)c(N2C(=O)NC(=O)C3(Cc4cc(C)ccc4N(C)C3)C2=O)c1 (centres undefined)
screen / no. | 1 | 2 | 3 | 4 | 5 | 6 | 7 | 8
TNAP inh Pi | 8.1 | 11.0 | 0.4 | 0.0 | 10.0 | -11.1 | -18.8 | 12.5
TNAP inh pNP | 1.9 | 5.8 | -0.3 | 0.0 | 5.1 | 1.0 | 5.8 | 6.4

(9) CCN(CC)CCCN=C(C)c1c(O)n(-c2ccc(C)cc2)c(=O)[nH]c1=O
(10) Cc1ccc2c(c1)C1CN(C)CCC1N2C(=O)COc1ccc(S(=O)(=O)N2CCOCC2)cc1 (centres undefined)
(11) O=c1[nH]c2ccccc2n1C1CCN(CCCC(c2ccc(F)cc2)c2ccc(F)cc2)CC1
(12) Cc1ccc2c(c1)CC1(CN2C)C(=O)NC(=O)N(CCC2=CCCCC2)C1=O (centres undefined)
(13) CCOc1ccccc1-n1c(O)c(C=NCCCN(CC)CC)c(=O)[nH]c1=O
(14) O=C(Nc1ccncc1)c1c(O)c2ccccc2n(Cc2ccccc2)c1=O
(15) O=S(=O)(c1ccccc1)N1CN2CCN(C2)C1
(16) Fc1ccc2c(c1)nnn2C1CCN(Cc2nnnn2C2CCCCC2)CC1
screen / no. | 9 | 10 | 11 | 12 | 13 | 14 | 15 | 16
TNAP inh Pi | 11.3 | 0.0 | -9.3 | 2.3 | -2.5 | 0.0 | 2.9 | 5.4
TNAP inh pNP | 7.5 | 0.0 | -8.9 | 10.1 | -6.3 | 0.0 | -4.1 | 0.3

(17) Cc1ccc(Cn2nnnc2CN2CCC(n3nnc4cc(C(F)(F)F)ccc43)CC2)cc1
(18) CCC(=NCC1CCCO1)c1c(O)n(-c2ccc(Cl)cc2)c(=O)[nH]c1=O (centres undefined)
(19) CCC(=Nc1ccc(OC)cc1OC)c1c(O)n(C2CCCCC2)c(=O)[nH]c1=O
(20) CCN(CC)CCCN=C(C)c1c(O)n(-c2ccccc2)c(=O)[nH]c1=O
(21) CSc1nnc([C@@H](N)Cc2ccccc2)o1
(22) CCc1cc2c(s1)NC(=O)CN=C2c1cccs1
(23) COCC(C)OC(=O)c1c(N)n(Cc2ccco2)c2nc3ccccc3nc12 (centres undefined)
(24) O=c1[nH]c(=O)n(-c2cccc(Cl)c2)c(O)c1C=NCCN1CCCCC1
screen / no. | 17 | 18 | 19 | 20 | 21 | 22 | 23 | 24
TNAP inh Pi | 6.5 | 8.1 | 1.6 | 7.7 | 6.0 | -19.2 | 2.0 | 11.1
TNAP inh pNP | 0.0 | 3.1 | 4.9 | 1.2 | 0.9 | 3.5 | -2.6 | 6.0

(25) CC1CN=C(Nc2ccc(N(C)C)cc2)S1 (centres undefined)
(26) CN(C)C=C1C(=O)N(C2CCCCC2)C(=O)N(C2CCCCC2)C1=O
(27) Cc1cccn2c(NCC3CCCO3)c(C(C)C)nc12 (centres undefined)
(28) Cc1nc2ccccc2c(=O)n1-c1cccnc1
(29) COC(=O)CCCNC(=O)CN1CC(c2ccccc2)CC1=O (centres undefined)
(30) CCN1CCN(c2nc3c(c(=O)[nH]2)CCCC3)CC1
(31) O=P(/C(=N/O)N1CCCCC1)(N1CCOCC1)N1CCOCC1
(32) CCC(=Nc1ccc2c(c1)CCC2)c1c(O)n(C)c(=O)n(C)c1=O
screen / no. | 25 | 26 | 27 | 28 | 29 | 30 | 31 | 32
TNAP inh Pi | 6.5 | 5.6 | 1.5 | 7.8 | 13.1 | 7.3 | -4.3 | 10.1
TNAP inh pNP | 4.9 | -2.5 | -4.5 | 2.2 | 3.6 | 4.7 | 2.6 | 5.0

Looked up above:
Result of #28 in TNAP inh Pi: 7.8
Result of #27 in TNAP inh pNP: -4.5

Later entries
(33) CCOC(=O)CN1C(=O)C2(C(C#N)=C(N)Oc3ccccc32)C(C(=O)OC)=C1C (centres undefined)
(34) CC12CN3CCN(CC(C3)C1O)C2 (centres undefined)
(35) O=C(Cc1ccccc1)N1CCN(CC2CC=CCC2)CC1 (centres undefined)
(36) CC(=O)Nc1ccc2c(c1)CC1(C(=O)N(C)C(=O)N(C)C1=O)C1CCCN21 (centres undefined)
(37) COC(=O)C(C)Oc1cc(C)cc2oc(=O)c3c(c12)CCC3 (centres undefined)
(38) Cn1c(O)c(C=NCCCNC2CCCCC2)c(=O)n(C)c1=O
(39) CC1=NOC2(C)Nc3ncnn3C(c3ccccc3)C12 (centres undefined)
(40) O=c1[nH]c(=O)n(CCC2=CCCCC2)c(O)c1C=NC1CCN(Cc2ccccc2)CC1
screen / no. | 33 | 34 | 35 | 36 | 37 | 38 | 39 | 40
TNAP inh Pi | -14.6 | 7.9 | 9.6 | -1.6 | 11.9 | 5.1 | 5.8 | 9.0
TNAP inh pNP | 3.9 | 5.0 | 5.3 | 6.4 | 4.6 | -1.3 | -0.4 | 6.2

(41) COC(=O)C(c1ccccc1)N1CCCCCC1 (centres undefined)
(42) OC(c1ccc(F)cc1)C(c1ccccc1)N1CCOCC1 (centres undefined)
(43) CCCCOCCCn1c(N)c(C(=O)OCCOC)c2nc3ccccc3nc21
(44) CNC(=O)N(C)c1nnc(C(C)(C)C)s1
(45) CCCCCCn1c(O)c(C=NC2CCN(Cc3ccccc3)CC2)c(=O)[nH]c1=O
(46) Nc1c(C(=O)NC2CCCC2)c2nc3ccccc3nc2n1CC1CCCO1 (centres undefined)
(47) CN1CC[C@@]23CCCC[C@@H]2[C@@H]1Cc1ccc(O)cc13
(48) Cc1nc2ccccc2c(=O)n1-c1cccc(O)c1
screen / no. | 41 | 42 | 43 | 44 | 45 | 46 | 47 | 48
TNAP inh Pi | 5.8 | 8.4 | 0.0 | -12.2 | 7.8 | 1.3 | -6.9 | 2.5
TNAP inh pNP | 2.4 | 4.2 | 0.0 | -11.5 | 4.5 | 4.1 | -7.1 | 7.6

(49) COC(=O)C(O)(c1ccc(NC(=O)c2ccco2)c(OC)c1)C(F)(F)F (centres undefined)
(50) CN(C)CP(=O)(Nc1ccccc1)N(C)C (centres undefined)
(51) Nc1c(C(=O)NCc2ccco2)c2nc3ccccc3nc2n1CCN1CCCCC1
(52) O=P1(Nc2ccc(F)cc2)COc2ccccc2OC1
(53) C=CCn1c(O)c(C(CC)=Nc2ccccc2NC(C)=O)c(=O)[nH]c1=O
(54) O=C(Nc1cccc(OC(=O)N2CCCCC2)c1)N1CCCCC1
(55) O=c1[nH]c(=O)n(Cc2ccccc2)c(O)c1C=NCCN1CCNCC1
(56) c1ccc2c(CN3CCN(C4CCCCC4)CC3)c[nH]c2c1
screen / no. | 49 | 50 | 51 | 52 | 53 | 54 | 55 | 56
TNAP inh Pi | 3.8 | -6.2 | 0.0 | 9.9 | 10.0 | 10.7 | 7.3 | 5.2
TNAP inh pNP | 0.7 | -6.1 | 0.0 | 5.5 | 6.5 | 2.6 | 0.3 | 3.5

(57) c1ccc2c(CN3CCCCCCC3)c[nH]c2c1
(58) O=C1NC(=O)[C@]2(Cc3ccccc3N3CCN(c4ccccc4)CC32)C(=O)N1Cc1ccccc1 (some centres undefined)
(59) COc1cc2[nH]c(=O)n(-c3cccc(Cl)c3)c(=O)c2cc1OC
(60) COCCNC(=O)c1c(NC(=O)c2ccco2)n(Cc2ccccc2)c2nc3ccccc3nc12
(61) CC(=O)c1c(O)n(C2CCCCCC2)c(=O)[nH]c1=O
(62) COC(=O)C(O)(c1c[nH]c2ccccc12)C(F)(F)F (centres undefined)
(63) Cc1ccc(C)c(CN2CCC(n3nnc4cc(F)ccc43)CC2)c1
(64) O=C(O)C(O)(c1ccccc1)C1CCCC1 (centres undefined)
screen / no. | 57 | 58 | 59 | 60 | 61 | 62 | 63 | 64
TNAP inh Pi | 11.1 | 9.5 | 3.9 | 2.9 | 6.7 | -0.3 | -18.6 | 11.6
TNAP inh pNP | 3.0 | 0.5 | 0.6 | -4.5 | 1.4 | -3.7 | 2.0 | 5.1

(65) CC(Cc1ccccc1)[n+]1cc(/N=C(\N)[O-])on1 (centres undefined)
(66) Cc1sc2c(c1C)C(c1cccs1)=NCC(=O)N2CC(=O)NCc1cccs1
(67) COCCOC(=O)c1c(C)oc2ccc(OC(=O)N(C)C)cc12
(68) CCCCCCOc1ccc(CN2CCN(CCO)CC2)cc1
(69) CCN(CC)C(=O)c1ccc(NC(=O)Cn2nc(C)c3ccccc3c2=O)cc1
(70) C[N+]1(C)[C@@H]2CC[C@H]1CC(OC(=O)C(CO)c1ccccc1)C2 (some centres undefined)
(71) Cc1cc(OCC(=O)Nc2c(C)n(C)n(-c3ccccc3)c2=O)c2c3c(c(=O)oc2c1)CCC3
(72) CN1CCC2(CC1)NC(=O)C1=C(CN(C)CC1)N2
screen / no. | 65 | 66 | 67 | 68 | 69 | 70 | 71 | 72
TNAP inh Pi | -25.7 | 16.8 | 8.0 | 12.0 | -0.4 | 2.3&-0.6 | 0.2 | 14.6
TNAP inh pNP | 3.0 | 2.8 | 1.0 | 7.0 | 5.5 | 0.4&-2.8 | 3.2 | 4.2

(73) COc1ccc2c(c1OC)C(=O)OC2c1c(O)n(C2CCCCC2)c(=O)[nH]c1=O (centres undefined)
(74) Fc1ccc2c(c1)nnn2C1CCN(Cc2nnnn2CCc2ccccc2)CC1
(75) CC1(C)CC(n2[nH]c(=O)c3c2NC(=O)CSC3c2ccccc2)CCO1 (centres undefined)
(76) CC(=O)c1cccc(OCC(O)CN2CC=C(c3ccccc3)CC2)c1 (centres undefined)
(77) C=C1N2CCC(CC2)C1(O)c1ccccc1C (centres undefined)
(78) CCOC(=O)[C@@]1(C#N)[C@@H]2C=CC(C(N)=O)=CN2[C@@H](C(N)=O)[C@@H]1c1cccc(Cl)c1
(79) Cc1n[nH]c(C)c1CCN
(80) COC(=O)CC1(CC(=O)OC)C(=O)NC(=O)NC1=O
screen / no. | 73 | 74 | 75 | 76 | 77 | 78 | 79 | 80
TNAP inh Pi | 10.6 | 10.4 | 10.0 | 0.0 | -11.0 | -10.2 | 8.6 | 8.1
TNAP inh pNP | 6.0 | 4.9 | 3.4 | 0.0 | 3.5 | -4.3 | 4.0 | 4.4

(81) O=c1[nH]c(=O)n(Cc2ccccc2)c(O)c1C=NCCN1CCOCC1
(82) CNCCc1c(C)n[nH]c1C
(83) CC(C)CCn1c(N)c(C(=O)OCC2CCCO2)c2nc3ccccc3nc21 (centres undefined)
(84) Cc1c(N=Cc2c(O)n(CCc3ccc(F)cc3)c(=O)[nH]c2=O)c(=O)n(-c2ccccc2)n1C
(85) O=P1(Nc2cccnc2)COc2ccccc2OC1
(86) CNP(=S)(NC)OCCOc1ccc(OC)cc1
(87) CCCSc1nc(O)c(CC)c(=O)n1C(C)CC (centres undefined)
(88) COc1ccc(CC2C(=O)N(C)C(=O)N(C)C2=O)c(OC)c1
screen / no. | 81 | 82 | 83 | 84 | 85 | 86 | 87 | 88
TNAP inh Pi | -0.2 | 3.5 | 0.0 | -1.8 | 13.6 | -2.6 | 8.2 | 8.2
TNAP inh pNP | -1.0 | -0.6 | 0.0 | 0.1 | 6.6 | -7.4 | 3.6 | 7.5

(89) O=C(c1cc2ccccc2oc1=O)N1CCC2(CC1)OCCO2
(90) CON(C)C(=O)Nc1ccc(Cl)cc1
(91) CN1CCN(c2nccc3c2ncn3C)CC1
(92) O=C(C1CC(c2ccc(Cl)c(Cl)c2)=NO1)N1CCC2(CC1)OCCO2 (centres undefined)
(93) CC(C(N)=O)N1CC(c2ccccc2)CC1=O (centres undefined)
(94) Cc1cccc(NC2=NCCCS2)c1C
(95) CN(C)C1=C(C#N)C(c2ccccc2)=NP(N(C)C)(N(C)C)=N1
(96) CC[C@@H](CO)NC(=O)[C@@H]1C=C2c3cccc4c3c(cn4C)C[C@H]2N(C)C1
screen / no. | 89 | 90 | 91 | 92 | 93 | 94 | 95 | 96
TNAP inh Pi | 0.0 | -5.1 | 14.0 | 7.3 | 1.4 | 7.7 | 6.3 | 3.1
TNAP inh pNP | 0.0 | 2.9 | 4.6 | 4.1 | 2.2 | 2.0 | -1.0 | 5.0

(97) CN1CCc2nc(SCC(=O)OC(C)(C)C)c(C#N)cc2C1
(98) Cc1ccc(-n2c(O)c(C=NC3CCCCC3N)c(=O)[nH]c2=O)cc1C (centres undefined)
(99) COc1ccc(-n2c(O)c(C(C)=NCc3ccco3)c(=O)[nH]c2=O)cc1
(100) CCOC(=O)C(O)(c1ccc(N)c(OC)c1)C(F)(F)F (centres undefined)
screen / no. | 97 | 98 | 99 | 100
TNAP inh Pi | -4.6 | 4.1 | 12.7 | 13.4
TNAP inh pNP | -4.6 | -2.1 | 3.3 | 3.8

Some of the entries above, set out differently:
# | SMILES | TNAP inh Pi | TNAP inh pNP
10 | Cc1ccc2c(c1)C1CN(C)CCC1N2C(=O)COc1ccc(S(=O)(=O)N2CCOCC2)cc1 (centres undefined) | 0.0 | 0.0
97 | CN1CCc2nc(SCC(=O)OC(C)(C)C)c(C#N)cc2C1 | -4.6 | -4.6
71 | Cc1cc(OCC(=O)Nc2c(C)n(C)n(-c3ccccc3)c2=O)c2c3c(c(=O)oc2c1)CCC3 | 0.2 | 3.2
85 | O=P1(Nc2cccnc2)COc2ccccc2OC1 | 13.6 | 6.6
83 | CC(C)CCn1c(N)c(C(=O)OCC2CCCO2)c2nc3ccccc3nc21 (centres undefined) | 0.0 | 0.0
34 | CC12CN3CCN(CC(C3)C1O)C2 (centres undefined) | 7.9 | 5.0
4 | CCCCCCn1c(O)c(C=NCCCn2ccnc2)c(=O)[nH]c1=O | 0.0 | 0.0
